Compound activity (PubChem BioAssay)
HepG2 tox – counter-screen for TGF-b inhibitors: cytotoxicity in HepG2 cells. HepG2 CAGA-GFP viability, ATP luminescence, 18 h. Potency, µM (top dose mostly 46.1 µM), for inactives: at the highest dose activity change, negative = cytotoxicity, hits mostly cytotoxic. actives 0.76% (n = 410,000); further: potency means the concentration at half of the fitted maximal effect; some results filed as inactive show a strong effect at the top dose
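CellTiter-Glo luminescence gave cytotoxicity after 18 hours at 37 degrees C. The cells were HepG2 CAGA-GFP in 1% FBS DMEM, stimulated with 500 pg/mL TGF-beta after compound addition. %Activity was normalised to no-cell wells (complete cell-killing) and DMSO (no toxicity), and curves were fitted and classified.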
IL1B secr inh – inflammasome signaling inhibition, IL-1 beta readout; THP-1 LPS/ATP IL-1B secretion, AlphaLISA, 16 h; hits give low values; activity change, % at 57.5 µM; actives 4.7% (n = 360,000); AID 743279; in the data active means activity change below about -50%; inconclusive means mostly about -30% to -49%; further: on the % scale 0 is the no-effect control and ±100 the full control effect
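THP-1 cells pretreated 1 hr with compounds (up to 57.5 uM final), then stimulated with LPS (250 ng/mL final) plus ATP (1.25 mM final); secreted IL-1B measured by AlphaLISA after 16 hr, decreased signal indicating inhibition.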
HT1080NT lethal – kills 2HG-producing HT-1080-NT fibrosarcoma cells | HT-1080-NT fibrosarcoma viability, CellTiter-Glo ATP luminescence, 48 h | actives 1.6% (n = 360,000) | Potency, µM (series often up to 46.1 µM), for inactives: at the top dose activity, negative = less viability, actives largely listed as cytotoxic;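 further: NT is the 2HG producing partner of a matched IDH1 knockdown line; potency means the concentration at half of the fitted maximal effect; 0% = DMSO-treated cells and -100% = media-only wells without cells; nearly all actives have a fitted effect of over 55% in size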
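Luminescent CellTiter-Glo readout after 48 hours of compound exposure at 37 degrees C defined viability of HT-1080-NT cells. Activity was normalized to DMSO wells and cell-free media wells; concentration-response curves were fitted and assigned curve classes.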
SW480 rereplic – DNA re-replication induction in SW480 cells; SW480 DNA re-replication, Hoechst DNA content imaging, 48 h; Potency, µM (doses to about 46.1 µM), for the others: at the highest dose re-replication activation, actives largely listed as activators; actives 1.8% (n = 340,000); AID 624297; further: potency means the concentration at half of the fitted maximal effect; % of control where 0% means no effect; nearly all actives have a fitted effect of over 55% in size
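250 cells/well; 23 nL cpd via pin tool; 48 hr, 37 C, 5% CO2; Hoechst 40 min; imager read of total nuclear intensity, ex 405/em 500-530 nm.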
HT1080 IDH1KD tx – kills HT-1080 cells with IDH1 knockdown. HT-1080 IDH1 knockdown viability, ATP luminescence, 48 h. Potency, µM (top dose mostly 46.1 µM), for inactives: at the top dose activity, negative = toxicity, usual class: cytotoxic. actives 2% (n = 360,000). AID 686971;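 further: potency means the concentration at half of the fitted maximal effect; 0% = DMSO wells and -100% = cell-free medium wells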
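IDH1KD HT-1080 cells, 750/well, RPMI + 5% FBS; compound pinned after 2 h settling; 48 h, 37 °C; CellTiter-Glo luminescence; % activity normalised to DMSO and no-cell wells; curves fitted, classed by r2 and efficacy.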
ATXN2 expr inh – reduces ATXN2 reporter expression in HEK-293 cells | actives 0.72% (n = 360,000) | Potency, µM (highest dose often 57 µM), inactives show at the highest dose activity change, negative = inhibition, usual class: inhibitors | HEK-293 ATXN2-luciferase reporter, luminescence, 24 h | AID 1745845; further: potency means the concentration at half of the fitted maximal effect; on the % scale 0 is the no-effect control and ±100 the full control effect; nearly all actives have a fitted effect of over 55% in size
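ATXN2-luciferase reporter cells (luciferase flanked by upstream and downstream ATXN2 gene portions) were treated 24 h at 37 °C with compounds at up to 57 uM. SteadyGlo luminescence gave expression; GF-AFC fluorescence gave viability.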
KB-3-1 tox – kills parental KB-3-1 adenocarcinoma cells. KB-3-1 viability, CellTiter-Glo ATP luminescence, 72 h. Potency, µM (top dose mostly 46.1 µM), for the others: top-dose activity change, negative = cytotoxic, hits mostly cytotoxic. actives 1.4% (n = 400,000); further: potency means the concentration at half of the fitted maximal effect; on the % scale 0 is the no-effect control and ±100 the full control effect; nearly all actives have a fitted effect of over 60% in size
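Cytotoxicity measured as CellTiter-Glo luminescence after 72 h at 37 C. Compound titrations were pinned onto drug-naive KB-3-1 parental adenocarcinoma cells grown in DMEM with 10% FBS, and normalized data fitted to concentration-response curves.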
MCF10A rereplic – inducers of DNA re-replication in MCF 10A breast cells; Potency, µM (highest dose often 46.1 µM), without a hit: at the top dose activity, positive = re-replication, actives largely listed as activators; actives 2.9% (n = 350,000); MCF 10A DNA re-replication, Hoechst nuclear intensity, 48 h; further: potency means the concentration at half of the fitted maximal effect; % of control where 0% means no effect; nearly all actives have a fitted effect of over 50% in size
S2 tox – reduces viability in counter-screen for ATXN expression inhibitors. S2 cells (HEK-293 line with an ATXN2-luciferase reporter) viability, CellTiter-Fluor protease fluorescence, 24 h. Potency, µM (top dose mostly 56.7 µM), most hits filed as cytotoxic. actives 0.49% (n = 400,000). AID 651635; further: potency means the concentration at half of the fitted maximal effect; nearly all actives have a fitted effect of over 40% in size
Active calls of the source: *; i = inactive; ? = inconclusive; · = no result given; [ ] = dose if it differs, or a comment. Unless noted, the call rests on the fitted dose curve; in most records, active means well fitted curve in the direction sought with a large enough effect; inconclusive means small, poorly fitted or top-dose-only effect, or another doubt; inactive means no such curve, though single readings can be large; an effect the other way counts as inactive or inconclusive.

SMILES	HepG2 tox	IL1B secr inh	HT1080NT lethal	SW480 rereplic	HT1080 IDH1KD tx	ATXN2 expr inh	KB-3-1 tox	MCF10A rereplic	S2 tox
O=C(Nc1cccc(C(=O)N2CCCC2)c1)C1CCC1	4%	29	2%	7%[9.22 µM]	12%	4%	-8%	-29%	i
O=C(COc1ccc(F)cc1Br)NCC1(N2CCCCC2)CCCCC1	16%	-7	-26%	5%	-26%	-12%	4%	?	i
O=C(CCCOc1ccccc1)NCCc1nc2ccccc2[nH]1	-7%	-9	0%	-1%	-1%	-15%	-1%	0%	i
CCOc1ccc(N(Cc2ccc(OC)c(OC)c2)C(=O)c2ccco2)cc1	-54%	6	-11%	-5%	-1%	·	-4%	-2%	i
COC(=O)CCCC1=CC2=CC(=O)C(C)(OC(=O)c3cccs3)C(=O)C2=CN1Cc1ccco1 (stereo not given)	9%	1	9%	23%[9.22 µM]	6%	12%	?	9%	i
CN(CC(=O)NCCc1ccc(S(N)(=O)=O)cc1)S(=O)(=O)c1cccc2nsnc12	-5%	42	-4%	?	0%	6%	18%	-7%	i
Cc1c(C(=O)N2CCN(CCc3ccccn3)CC2)oc2ccc(F)cc12	-20%	13	2%	-19%	4%	·	-7%	-3%	i
O=C(COc1ccc(S(=O)(=O)N2CCOCC2)cc1Cl)NCCCn1ccnc1	0%	0	?	7.3µM*	22%	5%	0%	?	i
CCn1c(SCC(=O)Nc2cc(C)on2)nc2c1c(=O)n(C)c(=O)n2C	3%	9	1%	-9%	6%	2%	13%	-1%	i
COC(=O)c1cc(NC(=O)Cn2c(=O)oc3ccccc32)cc(C(=O)OC)c1	4%	34	15%	-10%	12%	-16%	-29%	9%	i
CC1CC(=O)N(C)c2cc([N+](=O)[O-])ccc2N1 (stereo not given)	-3%	-2	11%	5%[1.84 µM]	6%	69%[activator]	6%	-23%	i
c1ccc(Nc2nc(CSc3ncn[nH]3)cs2)cc1	2%	1	-2%	-1%	-1%	27%	-13%	1%	?
COc1cccc(CNC(=S)Nc2ccc3c(c2)c(=O)n(C)n3C)c1	1%	-7	?	·	1%	16%	0%	·	i
CC(=O)OCCCN(C)CC/C=C1/c2ccccc2CSc2ccccc21	-41%	-70*	?	-5%[9.22 µM]	?	-5%	-8%	6%	i
CC(C)Sc1nnc(SCC(=O)NCCCN2CCCC2=O)s1	-4%	7	12%	-5%	18%	-2%	9%	-2%	?
CCc1ccc2nc(N(CCN(C)C)C(=O)/C=C/c3cccs3)sc2c1	-97%	-81*	-4%	?	?	·	?	?	?
NC(=O)c1ccccc1NC(=O)CCn1c(=S)oc2ccccc21	-2%	34	14%	3%	9%	5%	8%	-1%	i
CC(NC(=O)C(NC(=O)C(Cc1c[nH]c2ccccc12)NC(=O)OC(C)(C)C)C(C)C)C(N)=O (stereo not given)	1%	57	-9%	1%	8%	-2%[11.3 µM]	11%	0%	i
CCc1nc2ccc(C(=O)Nc3cc(-c4ccccc4)ccc3OC)cn2c1N(C)Cc1ccc(OC)cc1	-20%	?	-18%	·	-17%	-24%	-1%	·	i
COC(=O)c1ccc(CSc2nc3ccccc3c(=O)n2C)o1	-9%	?	-17%	2%	-1%	-12%	?	4%	i

Molecules shown so far that have an aryl methoxy group:
SMILES	HepG2 tox	IL1B secr inh	HT1080NT lethal	SW480 rereplic	HT1080 IDH1KD tx	ATXN2 expr inh	KB-3-1 tox	MCF10A rereplic	S2 tox
CCOc1ccc(N(Cc2ccc(OC)c(OC)c2)C(=O)c2ccco2)cc1	-54%	6	-11%	-5%	-1%	·	-4%	-2%	i
COc1cccc(CNC(=S)Nc2ccc3c(c2)c(=O)n(C)n3C)c1	1%	-7	?	·	1%	16%	0%	·	i
CCc1nc2ccc(C(=O)Nc3cc(-c4ccccc4)ccc3OC)cn2c1N(C)Cc1ccc(OC)cc1	-20%	?	-18%	·	-17%	-24%	-1%	·	i

New compounds follow
SMILES	HepG2 tox	IL1B secr inh	HT1080NT lethal	SW480 rereplic	HT1080 IDH1KD tx	ATXN2 expr inh	KB-3-1 tox	MCF10A rereplic	S2 tox
CC(=O)Nc1cnc(-c2cccc(C(=O)N3CCOCC3)c2)cn1	0%	9	20%	·	3%	6%	0%	·	i
CC1CC(=O)C2=C(C1)Nc1ccccc1N(C(=O)COc1ccccc1)C2c1ccco1 (stereo not given)	-20%	2	-4%	3%	0%	0%	-4%	6%	i
O=C(CCC1CCCN(C(=O)c2ccco2)C1)NCc1ccccc1F (stereo not given)	1%	24	-15%	4%	-29%	7%	-27%	4%	i
Nc1ccc(CC2SC(=O)NC2=O)cc1 (stereo not given)	-12%	4	-3%	-7%	-3%	8%	10%	18%	i
O=C(O)c1cc(NC(=O)c2ccccc2[N+](=O)[O-])ccc1O	-1%	1	-5%	-2%	13%	1%	5%	-12%	i
CCN(CC)c1ccc(NC(=O)CN2CCN(c3ccc(F)cc3)CC2)cc1	3%	-29	-5%	-6%	0%	-12%	3%	2%	i
CCOc1ccc(NC(=O)c2cccc(OC(=S)N3CCC(C)CC3)c2)cc1	-62%	36	18%	22%	6%	0%	-26%	14%	i
CCCCn1c(N)c(N(CCC(C)C)C(=O)C2CC(=O)N(c3ccccc3OCC)C2)c(=O)[nH]c1=O (stereo not given)	5%	i	7%	0%	-10%	6%	-1%	-1%	i
CC(C)S(=O)(=O)c1cnc(-c2cccnc2)nc1N	15%	26	5%	-5%	5%	13%	0%	3%	i
CN(C)CCCNS(=O)(=O)c1ccc(Cl)s1	2%	-22	6%	-8%	6%	-6%	0%	-4%	i
O=C(Cc1ccccc1)Nc1ccc(N2CCCC2)cc1	0%	-9	1%	-3%	0%	-24%	-3%	1%	?
CCS(=O)(=O)N1CCN(Cc2ccccc2OC)CC1	-10%	5	7%	-3%	7%[9.24 µM]	-10%	-1%	13%	i
C#Cc1ccc([C@H]2C=C(C(=O)N3CCN(Cc4ccccc4)CC3)O[C@@H](OCc3ccc(CO)cc3)C2)cc1	-19%	-23	?	9%	-7%	-16%	-7%	?	i
Cc1ccc(-n2nc3c(c2NC(=O)c2cc4ccccc4o2)CS(=O)(=O)C3)cc1	-42%	?	-1%	6%	1%	3%	·	0%	i
CN1CCC(N(C)C(=O)COc2ccccc2Cl)CC1	-2%	25	4%	-2%	13%	8%	11%	10%	?
Cn1cc(S(=O)(=O)N2CCOCC2)cc1C(=O)NCc1ccc(Cl)cc1	-2%	-14	9%	-5%	-10%	-19%	2%	4%	i
O=c1[nH]c(CN2CCN(S(=O)(=O)c3ccccc3C(F)(F)F)CC2)nc2sc3c(c12)CCCC3	-1%	-28	-2%	3%	-10%	-23%	-4%	-2%	i
COCCN(C(=O)COC(=O)/C(=C/c1ccccc1)NC(C)=O)c1c(N)n(Cc2ccccc2)c(=O)[nH]c1=O	-30%	-2	10%	-6%	9%	-9%	·	-13%	i
O=C(c1cc(-c2ccc(F)cc2)on1)N1CCCCCC1	-5%	-29	2%	4%	2%	49%[activator]	-4%	0%	i
N#CC1(NC(=O)COC(=O)C2=COCCO2)CCCCC1	4%	0	5%	-6%	-3%	·	-5%	9%	i
N#C/C(=C\Nc1ccc2c(c1)OCCO2)c1nc(-c2ccccc2)cs1	-4%	24	15%	?	11%	·	2%	?	i
COc1ccccc1C(=O)NNc1ncc(C)s1	3%	-2	12%	-9%	3%	0%	0%	?	i
O=C(CN1CCCC1)Nc1cc(C(F)(F)F)ccc1Cl	-4%	30	?	-1%	18%	2%	7%	1%	i
N=c1sccn1CC(=O)Nc1cc(Cl)ccc1[N+](=O)[O-]	-15%	-2	1%	2%	-2%	4%	13%	0%	i
N#CCCn1nc(-c2ccccc2)c2ccccc2c1=O	-9%	-2	2%	16%	10%	-8%	-1%	1%	i
O=C(Nc1ccncc1)C1COc2ccccc2O1 (stereo not given)	1%	-10	-4%	-2%	-7%	-4%	-1%	0%	i

Full records, looked up by structure:
Record of COc1ccccc1C(=O)NNc1ncc(C)s1 : HepG2 tox = 3%; IL1B secr inh = -2; HT1080NT lethal = 12%; SW480 rereplic = -9%; HT1080 IDH1KD tx = 3%; ATXN2 expr inh = 0%; KB-3-1 tox = 0%; MCF10A rereplic = ?; S2 tox = i
Record of O=C(CN1CCCC1)Nc1cc(C(F)(F)F)ccc1Cl : HepG2 tox = -4%; IL1B secr inh = 30; HT1080NT lethal = ?; SW480 rereplic = -1%; HT1080 IDH1KD tx = 18%; ATXN2 expr inh = 2%; KB-3-1 tox = 7%; MCF10A rereplic = 1%; S2 tox = i
